# Screening results: PubChem, several laboratories
# FID counter = counter-screen for HCV NS3 helicase inhibitors: DNA intercalator displacement. DNA fluorescent intercalator displacement, fluorescence. inhibition, % at 7.9 µM. 290,000 compounds, 0.17% hits. AID 1845; in the data active = inhibition above about 37%;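 also: 0% = vehicle and 100% = reference compound; higher means more ethidium bromide displaced from hairpin DNA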
# CRFR2-BP ag = CRF-BP/CRF-R2 complex agonism | activation, % at 13.2 µM | AID 588473 | 350,000 compounds, 0.46% hits | HEK293 CRF-R2/CRF-BP, calcium dye fluorescence (FLIPR); percent of saturating CRF peptide response;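 active = activation of at least 50%, plus an integration ratio under a set limit after plate pattern correction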;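 also: plate controls were neutral control wells without compound for no effect and CRF at EC100 for full effect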
# CRFR2-BP antag = blocks CRF-induced signaling of the CRF-BP/CRF-R2 complex; HEK293 CRF-R2/CRF-BP, CRF-induced calcium fluorescence; 350,000 compounds, 0.59% hits; inhibition, % at 11.8 µM;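 active = inhibition of the ligand-induced calcium signal above about 50% at the single tested concentration, limit read from the data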
# MEKK2 mut-MEK5 = signal of MEK5 binding to mutant human MEKK2 PB1 domain; bead flow cytometry, Alexa488-MEK5 binding to MEKK2 mutant; 290,000 compounds, 0.35% hits; percent response, % at 10 µM; AID 1530; in the data active = percent response above about 24%, passing the limit was not always enough; also: inactives centre near 1; some results filed as inactive read as strong as hits
# GalR3 antagonist = blocks the human galanin receptor 3; 360,000 compounds, 0.44% hits; inhibition, % at 3 µM; HEK293 GalR3-CNG cAMP membrane potential fluorescence; galR3 body fused to GalR1 C-terminus; O60755;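 active = inhibition above the screen-wide average plus 3 SD, cut at about 13% in these data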;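 also: forskolin and galanin both at EC90 stimulate the cells; cAMP rise reported by CNG channel membrane potential dye signal; 0% = forskolin plus galanin with DMSO and 100% = forskolin alone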
# Target sequence (O60755 1-299 limits assumed): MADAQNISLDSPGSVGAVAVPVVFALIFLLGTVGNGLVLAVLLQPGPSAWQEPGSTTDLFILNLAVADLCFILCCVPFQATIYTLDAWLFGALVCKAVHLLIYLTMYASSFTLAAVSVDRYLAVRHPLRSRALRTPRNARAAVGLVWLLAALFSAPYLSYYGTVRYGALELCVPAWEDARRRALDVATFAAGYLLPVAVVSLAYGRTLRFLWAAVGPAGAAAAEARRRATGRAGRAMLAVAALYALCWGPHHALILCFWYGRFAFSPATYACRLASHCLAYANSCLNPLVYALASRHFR
# MEKK2 WT-MEK5 = raises or lowers MEK5 binding to wildtype human MEKK2 PB1 domain; AID 1531; Q9Y2U5; bead flow cytometry, Alexa488-MEK5 binding to MEKK2 WT; actives lie on both sides; 290,000 compounds, 1.1% hits; binding response (% of control), % at 10 µM; in the data active = binding response below about 67% or above about 130%
# SUMO HTRF inh = blocks human SUMOylation mediated by UBC9; P63279; HTRF SUMOylation assay, SAE1/SAE2 + UBC9, in vitro; inhibition, % at 35 µM; 290,000 compounds, 0.36% hits; in the data active = inhibition above about 50%, passing the limit was not always enough; also: strong numbers were not always called active
# Target sequence (P63279 whole entry, looked up): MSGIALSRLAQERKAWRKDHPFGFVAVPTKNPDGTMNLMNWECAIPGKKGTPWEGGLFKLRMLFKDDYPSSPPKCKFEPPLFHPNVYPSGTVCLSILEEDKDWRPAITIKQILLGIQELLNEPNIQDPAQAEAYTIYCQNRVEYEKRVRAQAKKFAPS
# NS3 helicase inh = inhibitors of Hepatitis C virus NS3 helicase. NS3 helicase DNA unwinding, Cy5 molecular beacon fluorescence. inhibition, % at 10.9 µM. 290,000 compounds, 0.56% hits. AID 1800;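 active = inhibition above the mean of all tested compounds plus 3 SD, set per campaign, cut at about 35% in these data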;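 also: 0% = DMSO wells and 100% = thioflavine S control wells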
#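 System: NS3 helicase fragment of HCV / Schedule: 1 h at 25 °C / Control set: DMSO alone as 0% and 110 µM thioflavine S as 100% / Reagent: Cy5/quencher beacon DNA duplex and ATP to start / Technique: Cy5 fluorescence / Replication: singlicate / Evaluation: % inhibition of end-to-start signal ratio versus controls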
# MEKK3 PB1 HTS = modulators (inhibitors or enhancers) of MEK5 binding to human MEKK3 PB1 domain. 290,000 compounds, 1.4% hits. bead-based flow cytometry, Alexa488-MEK5 binding to MEKK3; actives lie on both sides; 0 = blocked by unlabeled MEK5, 100 = vehicle. binding response (% of control), % at 10 µM;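 active = binding response more than 3 SD above or below the average of its plate-row segment, actives on both sides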;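 also: Alexa488 bead fluorescence after subtracting the streptavidin-only scavenger bead signal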
# Active calls of the source: *; nt = not tested or not shown.
SMILES,FID counter,CRFR2-BP ag,CRFR2-BP antag,MEKK2 mut-MEK5,GalR3 antagonist,MEKK2 WT-MEK5,SUMO HTRF inh,NS3 helicase inh,MEKK3 PB1 HTS
COc1ccccc1NC(=S)NNC(=O)c1nn(C)cc1Cl,-7,-0.3,-12,3,-3,107,-35,9,105
O=C(COC(=O)C1CCN(c2ccc(C(F)(F)F)cn2)CC1)Nc1ccc(Cl)cn1,-21,11,-44,3,-3,99,-14,-12,103
COc1ccc(OCc2nnc(SCC(=O)O)n2N)cc1,-1,-0.9,16,0,4,105,26,-15,102
O=C(NNc1ccc(Cl)cc1)c1c(F)cccc1Cl,-3,-0.4,-3,7,2,102,11,0,101
COc1cc(C(CC(=O)Nc2ccc(C)cn2)N2Cc3ccccc3C2=O)cc(OC)c1OC (centres undefined),-30,-1.9,8,4,-12,107,8,-3,104
Oc1cccc(CCC2CCCCN2Cc2cn[nH]c2-c2ccc3c(c2)OCO3)c1 (centres undefined),18,-3.1,-10,0,-7,101,9,-6,100
Cc1cccc(N2CCN(C(=O)C3CCC(=O)N(Cc4ccccc4F)C3)CC2)c1C (centres undefined),-65,-2.0,9,5,-6,101,16,20,104
Cc1cc(C(=O)N2CCN(c3ccc([N+](=O)[O-])cc3)CC2)c(C)o1,-12,0.1,11,5,-4,105,3,-7,105
Cc1cc(C(F)(F)F)nn1CC(=O)NCC1CCCO1 (centres undefined),0,0.9,-6,7,-7,110,5,-7,106
COc1ccc(N2CCN(C3CCCN(Cc4ccccc4OCCO)C3)CC2)cc1 (centres undefined),-12,6.6,9,2,-3,104,17,2,102
COc1ccc2[nH]cc(C(=O)NCCc3ccccc3)c(=O)c2c1,-8,2.2,3,2,-4,103,-1,-3,102
CN(CC(=O)Nc1ccccc1Br)C(=O)CNC(=O)Cc1cccc2ccccc12,-40,-1.1,-1,5,-3,99,-12,-7,98
COc1ccc(C2C(C#N)=C(N)Oc3cc(O)ccc32)cc1C (centres undefined),-9,55*,-32,8,-9,106,7,8,107
Cc1cc(C)cc(NC(=O)CCNS(=O)(=O)c2cc(Br)cnc2N)c1,-7,-0.7,-18,7,-9,99,nt,-4,99
CC(=O)Nc1ccc2nc(-c3ccccn3)[nH]c2c1,1,-0.7,-3,4,-6,108,34,5,103
OC(CNCc1ccc(Cl)cc1)COc1ccccc1 (centres undefined),8,-1.2,-2,11,-14,113,11,-16,106
COc1cccc(CN2CCN(Cc3[nH]c4ccccc4c3C)CC2CCO)c1 (centres undefined),12,1.7,-56,1,-4,107,-8,-35,101
Cc1ccc(C)c(S(=O)(=O)Nc2ccc3oc(C)c(C(=O)O)c3c2)c1,-26,1.1,2,1,-8,102,-1,9,100
Cc1nn(Cc2ccccc2)c(C)c1/C=N/NC(=O)CNc1cccc(C(F)(F)F)c1,-14,-0.5,-19,14,-3,113,-16,-9,100
Cc1cc(N2CCN(C(=O)Nc3ccccc3C#N)CC2)c2ccccc2n1,10,-2.4,9,19,-13,126,4,3,105
CCOC(=O)c1ccc2nc(C)cc(Nc3cccc(C(=O)O)c3)c2c1,-5,nt,nt,-3,nt,102,6,2,107
CCCCCCC1/C(=N/O)CCC1C(=O)OC (centres undefined),-5,-0.7,8,5,-2,101,0,5,101
O=C(CSc1ccc(Br)cc1)N1CCN(C(=O)c2ccco2)CC1,-18,-3.5,-1,-11,-3,82,2,-8,100
Cc1cc(OC(=O)c2cc(F)c(F)cc2Cl)nc(C)n1,0,-0.7,3,-4,-3,96,3,1,97
COc1ccc(CNC2CC(C)N(C)CC2C)cc1OC (centres undefined),6,-0.2,-3,9,-8,108,12,-2,101

# An excerpt from above in order of length of the SMILES, largest number first:
SMILES,FID counter,CRFR2-BP ag,CRFR2-BP antag,MEKK2 mut-MEK5,GalR3 antagonist,MEKK2 WT-MEK5,SUMO HTRF inh,NS3 helicase inh,MEKK3 PB1 HTS
Cc1cc(C)cc(NC(=O)CCNS(=O)(=O)c2cc(Br)cnc2N)c1,-7,-0.7,-18,7,-9,99,nt,-4,99
Cc1cc(N2CCN(C(=O)Nc3ccccc3C#N)CC2)c2ccccc2n1,10,-2.4,9,19,-13,126,4,3,105
CC(=O)Nc1ccc2nc(-c3ccccn3)[nH]c2c1,1,-0.7,-3,4,-6,108,34,5,103

# (more compounds)
SMILES,FID counter,CRFR2-BP ag,CRFR2-BP antag,MEKK2 mut-MEK5,GalR3 antagonist,MEKK2 WT-MEK5,SUMO HTRF inh,NS3 helicase inh,MEKK3 PB1 HTS
Cc1nn(-c2ccccc2)c(Oc2ccccc2)c1C=O,-4,-1.1,15,5,-6,105,11,19,105
CCOc1ccc(NS(=O)(=O)c2ccc(OCC(=O)NCc3ccncc3)cc2)cc1,-17,-0.1,-13,8,-2,105,-5,1,104
Cc1ccc(-c2csc(NC(=O)N3CCOCC3)n2)cc1,-6,0.9,-11,-1,-5,100,0,7,101
Oc1ccc(/C=N/N2CCCCC2)c(O)c1,-8,-3.5,16,2,-10,103,6,11,103
CC(C)(C)c1[nH]nc2c1C(c1ccoc1)C(C#N)=C(N)O2 (centres undefined),0,-0.6,-6,-5,2,93,22,-3,85
CN1C/C(=C/c2ccsc2)C(=O)/C(=C/c2ccsc2)C1,1,2.1,-67,21,-6,112,4,-5,111
O=c1[nH]c2ccccc2nc1C(F)(F)C(F)F,4,1.9,-1,9,-7,103,4,6,105
Cc1cccc(-n2c(SCCC(=O)O)nnc2-c2cccs2)c1C,-45,1.5,15,5,-1,102,1,7,103
O=C(C[n+]1cc(-c2ccc(F)cc2)n2c1CCC2)Nc1nc(-c2ccc(F)cc2)cs1,19,-0.1,14,2,-1,134,0,-63,127
Cn1c(/C=C/N2CCOCC2)c(C(=O)c2ccc(Br)cc2)c(=O)n(C)c1=O,-3,0.7,-20,2,2,98,28,-3,100
O=C(NC1CCS(=O)(=O)C1)c1ccc(S(=O)(=O)NCC2CCCO2)cc1 (centres undefined),-2,-1.2,4,3,3,101,21,3,103
Cc1ccc(S(=O)(=O)C(C#N)c2nc3ccccc3nc2N2CCC(C)CC2)cc1 (centres undefined),1,2.2,-3,-2,-2,100,81*,3,99
O=C(/C=C/c1cccc2ccccc12)N1CCOCC1,-10,1.0,7,4,2,99,12,0,104
CCNC(=O)NCc1c(C)c(C)n(Cc2ccccc2)c1-n1cccc1,0,-4.6,-7,-3,-6,100,18,15,100
CCCCNC(=O)COC(=O)CCC(=O)c1ccc(Cl)cc1,-12,-0.9,-6,-10,-4,95,14,3,102
CCCCc1nc(C(N)=O)c2[nH]c(=O)n(-c3ccc(OC)cc3OC)c2n1,-24,-1.1,-9,0,nt,106,-1,3,104
CCCCn1c(=O)[nH]c2nc3cc(N)ccc3nc2c1=O,-1,232*,-298,-3,-2,95,98*,14,93
CCOC(=O)N1CCC(N2CC34C=CC(O3)C(C(=O)Nc3ccc(C(C)C)cc3)C4C2=O)CC1 (centres undefined),-37,2.1,19,-2,-2,96,14,-8,99
Cc1c(N2C(=O)CSC2c2ccccc2)c(=O)n(-c2ccccc2)n1C (centres undefined),-7,-0.3,6,-4,4,94,8,5,93
Cc1cc2nc3ccc(=[N+](C)C)cc-3sc2cc1N,104*,1.9,3,-20,nt,59,-316,58*,75
CC1CN(C(=O)CCNC(=O)c2ccccc2Cl)CC(C)O1 (centres undefined),-1,0.0,-5,-1,-1,100,-1,12,95
CCC(NC(=S)NCc1ccc(F)cc1)c1ccc(C(C)C)cc1 (centres undefined),-21,5.1,-24,5,-5,116,-14,-17,104
NC(=O)COC(=O)c1cc([N+](=O)[O-])ccc1NCCO,-1,-1.9,14,4,-4,107,17,-2,101
COc1cc(C)c(N(C(C)=O)c2ccccc2)c(C)c1,-12,2.4,0,2,-3,106,12,-1,101
CN(C(=O)c1ccc(N2CCCCC2)c([N+](=O)[O-])c1)C1(C)CCS(=O)(=O)C1 (centres undefined),-19,-3.1,11,2,0,103,7,2,96

# Records listed so far printed as active in SUMO HTRF inh:
Compound,CRFR2-BP ag,CRFR2-BP antag,MEKK2 mut-MEK5,GalR3 antagonist,MEKK2 WT-MEK5,SUMO HTRF inh,NS3 helicase inh,MEKK3 PB1 HTS
Cc1ccc(S(=O)(=O)C(C#N)c2nc3ccccc3nc2N2CCC(C)CC2)cc1 (centres undefined),2.2,-3,-2,-2,100,81*,3,99
CCCCn1c(=O)[nH]c2nc3cc(N)ccc3nc2c1=O,232*,-298,-3,-2,95,98*,14,93

# Back to the main list, repeating the 3 entries before the break.
SMILES,FID counter,CRFR2-BP ag,CRFR2-BP antag,MEKK2 mut-MEK5,GalR3 antagonist,MEKK2 WT-MEK5,SUMO HTRF inh,NS3 helicase inh,MEKK3 PB1 HTS
NC(=O)COC(=O)c1cc([N+](=O)[O-])ccc1NCCO,-1,-1.9,14,4,-4,107,17,-2,101
COc1cc(C)c(N(C(C)=O)c2ccccc2)c(C)c1,-12,2.4,0,2,-3,106,12,-1,101
CN(C(=O)c1ccc(N2CCCCC2)c([N+](=O)[O-])c1)C1(C)CCS(=O)(=O)C1 (centres undefined),-19,-3.1,11,2,0,103,7,2,96
COc1cc(C(=O)NCCCCc2ccccc2)cc(OC)c1OC,-21,-1.0,11,10,-8,112,6,-9,111
CC(C)CN(CC(C)C)C1=N/C(=C\c2ccco2)C(=O)N1c1ccccc1,-12,-0.9,15,3,-1,104,11,35,105
O=c1oc2c(CN3CCOCC3)c(O)ccc2c2c1CCC2,0,-0.9,11,-6,3,93,27,2,93
CN(CC(=O)OCC(=O)Nc1ccccc1)S(=O)(=O)c1ccc(Cl)cc1,-5,-0.1,7,1,1,108,3,-2,108
CC(=O)Nc1cc(NC(C)=O)cc(C(=O)OCC(=O)N2CC(C)OC(C)C2)c1 (centres undefined),-4,-1.1,-9,4,2,99,22,4,101
CCc1nc2nc(C)c(NS(=O)(=O)c3ccc(C4CCCCC4)cc3)c(=O)n2[nH]1,-35,-1.1,16,-8,-8,95,7,21,100
CCN(CC)Cc1c(O)ccc2c(C)c(CC(=O)OC)c(=O)oc12,1,-0.5,3,-8,0,92,46,1,96
CCCn1nc2cc(C(=O)N(CC)c3ccc(OC)cc3)ccc2c1OCC,-21,-1.6,3,-5,-6,87,16,0,83
CCOC(=O)N1CCN(C(=O)CC(C)S(=O)(=O)c2cc3c(cc2C)NC(=O)CO3)CC1 (centres undefined),-25,1.4,-15,1,2,100,4,-6,100
Cc1ccnc(NC(=O)Nc2ccc3c(c2)N(C)C(=O)CS3)c1,-20,-1.9,-34,-5,-8,92,11,-4,96

# Filtered by structure: those above containing a thiophene ring, fused or not
SMILES,FID counter,CRFR2-BP ag,CRFR2-BP antag,MEKK2 mut-MEK5,GalR3 antagonist,MEKK2 WT-MEK5,SUMO HTRF inh,NS3 helicase inh,MEKK3 PB1 HTS
CN1C/C(=C/c2ccsc2)C(=O)/C(=C/c2ccsc2)C1,1,2.1,-67,21,-6,112,4,-5,111
Cc1cccc(-n2c(SCCC(=O)O)nnc2-c2cccs2)c1C,-45,1.5,15,5,-1,102,1,7,103

# A portion of the library. The share of hits here may be higher or lower than overall.
